bIAP inhibitor – intestinal alkaline phosphatase (bovine) inhibition. purified bovine IAP, CDP-star luminescence, 30 min. inhibition, % at 20 µM. 190,000 tested, under 10 active. AID 1019;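 active means over 50% inhibition of intestinal alkaline phosphatase at 20 µM in the single-dose screen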
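System: purified bovine intestinal alkaline phosphatase (IAP) enzyme; Input: IAP diluted 1/65,000,000 in the well; Measured by: CDP-star luminescence signal; Compound dosing: 20 µM single dose; Incubation: 30 min reaction at room temperature.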
TNAP inh noacc – inhibitors of human TNAP without phosphate acceptor | purified TNAP, CDP-star luminescence, 30 min | inhibition, % at 20 µM | 200,000 tested, 0.26% active;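 active means tissue-nonspecific alkaline phosphatase inhibition above about 50% at 20 µM in the single-dose screen, limit read from the data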;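 further: 0% = DMSO negative control and 100% = EDTA positive control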
Target sequence (P05186 whole entry, looked up): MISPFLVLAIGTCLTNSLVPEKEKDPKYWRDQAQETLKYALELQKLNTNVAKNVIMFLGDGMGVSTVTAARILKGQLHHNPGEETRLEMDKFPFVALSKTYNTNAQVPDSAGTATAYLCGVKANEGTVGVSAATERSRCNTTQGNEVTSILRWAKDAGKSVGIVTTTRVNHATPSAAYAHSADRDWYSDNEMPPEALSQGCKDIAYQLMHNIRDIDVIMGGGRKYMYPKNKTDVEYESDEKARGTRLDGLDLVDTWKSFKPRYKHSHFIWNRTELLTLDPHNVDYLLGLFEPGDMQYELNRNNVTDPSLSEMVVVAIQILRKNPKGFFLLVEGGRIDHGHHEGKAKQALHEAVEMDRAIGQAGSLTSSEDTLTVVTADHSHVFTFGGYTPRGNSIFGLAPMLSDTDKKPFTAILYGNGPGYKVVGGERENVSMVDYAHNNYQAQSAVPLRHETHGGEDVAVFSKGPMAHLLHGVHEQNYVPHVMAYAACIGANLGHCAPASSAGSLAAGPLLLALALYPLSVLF
RAM network inh – inhibitors of the yeast RAM network; S. cerevisiae dse1pr::URA3 reporter, 5-FOA growth OD615, 2 d; analog-sensitive cbk1-as2 kinase mutant strain; inhibition, % at 50 µM; 190,000 tested, 1.8% active;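 active means inhibition above a set limit, 3 SD over mean compound inhibition, cut at about 8.4% in these data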;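 further: 0% = DMSO-only wells with no growth and 100% = 10 µM 1-NA-PP1 full growth; inhibition rescues growth on 5-FOA so higher OD means more RAM inhibition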
TNAP act hiacc – activators of human TNAP at high phosphate acceptor concentration. 200,000 tested, under 10 active. AID 1136. P05186. purified TNAP, CDP-star luminescence, 1 M DEA, 30 min; hits give high values; 0 = EDTA background, 1 = DMSO-only activity. activation factor at 20 µM;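 active means activation factor at least 2 at 20 µM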
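Control set: EDTA negative control, DMSO positive control / Assay system: human TNAP / Quantity: TNAP 1/800 final / Evaluation: TNAP activation factor scaled between EDTA and DMSO control wells / Measured by: luminescent substrate turnover signal / Compound dosing: one dose, 20 µM / Times: 30 min enzyme reaction at room temperature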
TNAP inh hi DEA – TNAP (human) inhibition, high acceptor | AID 1135 | inhibition, % at 20 µM | purified TNAP, CDP-star luminescence, 1 M DEA | 200,000 tested, 0.03% active | P05186;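 active means over 50% inhibition of tissue-nonspecific alkaline phosphatase at 20 µM in the single-dose screen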;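 further: plate controls were DMSO wells for no effect and EDTA-quenched wells as full inhibition for full effect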
APP transl inh – APP translation inhibition. 190,000 tested, 0.82% active. AID 1285. SH-SY5Y APP 5'UTR-luciferase reporter, luminescence. inhibition, % at 2 µM;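 active means inhibition above a set limit, derived from the sample mean plus 3 SD, cut at about 45% in these data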; further: values of inactives mirror those of a sister screen read the other way
FLuc inh counter – Photinus pyralis luciferase inhibition counter-screen; P08659; ATPLite firefly luciferase biochemical luminescence, 10 min; inhibition, % at 10 µM; 200,000 tested, 1.5% active;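 active means inhibition above about 50% when tested at 10 µM, limit read from the data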
Target sequence (P08659 whole entry, looked up): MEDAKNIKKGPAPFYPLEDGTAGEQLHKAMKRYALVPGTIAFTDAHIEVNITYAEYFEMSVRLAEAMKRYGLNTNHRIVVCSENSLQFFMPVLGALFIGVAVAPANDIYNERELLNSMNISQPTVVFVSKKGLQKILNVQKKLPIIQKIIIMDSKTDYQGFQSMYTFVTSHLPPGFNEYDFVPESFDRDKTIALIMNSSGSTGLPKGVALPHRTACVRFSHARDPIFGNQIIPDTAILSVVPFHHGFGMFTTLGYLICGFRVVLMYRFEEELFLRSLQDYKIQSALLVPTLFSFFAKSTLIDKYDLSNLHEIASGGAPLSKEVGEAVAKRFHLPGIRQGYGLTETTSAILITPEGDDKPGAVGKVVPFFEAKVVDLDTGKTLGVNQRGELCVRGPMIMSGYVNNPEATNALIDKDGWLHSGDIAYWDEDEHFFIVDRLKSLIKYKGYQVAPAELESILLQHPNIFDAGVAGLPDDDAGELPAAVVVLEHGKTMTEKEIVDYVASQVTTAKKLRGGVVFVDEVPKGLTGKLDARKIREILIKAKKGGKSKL
bIAP activator – increases bovine intestinal alkaline phosphatase activity; purified bovine IAP, CDP-star luminescence, 30 min; hits give high values; fold of DMSO-control signal, blank-subtracted; activation factor at 20 µM; 200,000 tested, 0.17% active; AID 1016;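 active means activation factor of 2 or more at 20 µM, a signal rise over negative controls twice the positive control's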
L major viab – reduces viability of Leishmania major promastigotes; resazurin fluorescence viability; inhibition, % at 10 µM; 200,000 tested, 9% active; AID 1063; in the data active means inhibition above about 50%;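 further: promastigotes grown with compound for 44 hours at 28 °C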
FLuc act counter – affects firefly luciferase, flagging false hits in luciferase stimulation screens; P08659; 200,000 tested, under 10 active; ATPlite luciferase biochemical, luminescence, 10 min; 0 = ATP-free wells, 1 = DMSO control; AID 1027; activation factor at 10 µM;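 active means luciferase activation factor, scaled between plate controls, of at least 2 with compound at 10 µM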
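assay system = Luciferase/luciferin detection reagent, cell-free biochemical luciferase assay | also added = ATP substrate | times = 10 min post-reagent at room temperature | measured by = luminescence from luciferase reaction | measure = luciferase activation, seen as luminescence increase over controls | benchmarks = low control with PBS replacing ATP, high control enzyme plus ATP without compound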
* marks the source's active call; other numbers are inactive results; x = no result given.

SMILES	bIAP inhibitor	TNAP inh noacc	RAM network inh	TNAP act hiacc	TNAP inh hi DEA	APP transl inh	FLuc inh counter	bIAP activator	L major viab	FLuc act counter
O=S(=O)(c1ccc2c(c1)OCCCO2)N1CCNCC1	13.0	-6.9	-0.6	1	-1.9	11.3	-3.9	0.9	28.7	1
Cn1c(N)c(C#N)c2c(c1=S)COC(C)(C)C2	5.8	-16.4	0.9	1	-2.5	-5.5	-5.6	0.9	0.2	1.1
Cn1nnnc1SCc1ccc(Cl)cc1	6.1	-12.5	1.0	1	-2.7	-1.6	-3.2	0.9	-6.4	1
Cc1cc(C)c(Nc2ncccc2C(=O)O)c(C)c1	-5.1	-4.8	1.1	1	-3.2	-15.5	-0.9	1.1	-9.8	1
C/C=C(\C)CN1CCN(c2ccc(C)cc2)CC1	14.3	-18.3	-0.1	1	-2.9	-6.6	-5.4	0.9	-2.7	1.1
CCN(CC(=O)NCc1cccs1)S(=O)(=O)c1ccc(NC(C)=O)cc1	5.7	2.1	0.6	1	-1.0	1.9	1.3	0.9	-3.4	1
CCn1c(SCC(=O)NC(C)(C)C)nnc1-c1ccoc1C	-1.1	-6.9	0.1	1	1.9	-11.1	-2.1	1	-1.0	1
O=C(O)c1ccc2c(c1)N(Cc1ccccc1)C(=O)c1ccccc1S2=O (stereo not given)	7.7	-6.4	6.2	1	-3.8	-10.9	-3.1	0.9	-5.8	1
COc1ccc(-c2cccc(C(=O)Nc3ccc(OC)c(OC)c3)c2)cc1	6.4	-10.0	4.3	1	-3.0	0.3	-0.5	0.9	-2.0	1
CCOC(=O)c1[nH]c(COC(=O)C2CC(=O)N(Cc3ccccc3)C2)c(C(=O)OCC)c1C (stereo not given)	0.6	-8.0	0.1	1	-3.7	-2.0	-4.1	1	-3.0	1
COc1ccc(OC)c(C2C(C#N)=C(N)Oc3c2c(C)nn3-c2cccc(Cl)c2)c1 (stereo not given)	6.0	-8.3	-0.7	1.1	-5.0	-6.2	-8.3	0.9	4.3	1.1
CC(C)C(c1nnnn1C1CCCCC1)N1CCc2ccccc21 (stereo not given)	6.8	-5.0	1.4	1	-1.9	1.5	-5.1	0.9	16.5	1.1
O=C(CCN1C(=O)c2cccc3cccc(c23)C1=O)NCc1ccco1	8.5	-6.0	2.9	1.1	-6.5	-9.7	-4.8	0.9	-1.9	1
O=C(COC(=O)CCc1nc2ccccc2s1)NCc1ccco1	-6.6	-5.4	2.0	1	-1.6	-22.1	-2.0	1.1	-7.3	1
COc1ccc(CC(=O)NCCC(C)C)cc1S(=O)(=O)N1CCOCC1	2.0	-4.4	-0.9	1	-2.3	16.8	-4.2	1	-3.6	1
Cc1ccc(S(=O)(=O)c2c(C)nn(C(C)(C)C)c2OC(=O)C2CCCC2)cc1	4.9	-5.6	7.4	1	-1.8	-0.2	-6.0	1	47.4	1.1
CCOC(=O)c1cc2sccc2n1CC(=O)OC	6.4	-8.8	-1.4	1	-4.1	x	-1.7	0.9	-5.5	1
O=C(NCC1CCCO1)c1onc(CSc2cccc3ccccc23)c1C(=O)O (stereo not given)	1.6	-7.8	5.0	1	-4.2	-10.9	-2.1	1	-7.4	1
Cc1cccc(NC(=O)CSc2nnnn2-c2cccnc2)c1	-3.9	-12.1	0.3	1	-4.4	0.6	-4.5	1	-3.8	1
O=C(N/N=C/c1cc([N+](=O)[O-])ccc1O)Nc1ccccc1	-3.3	-0.1	4.9	0.9	6.7	6.0	-2.9	1	-8.3	1
COC(=O)C1SCC2C(=O)N(Cc3cccc(C)c3)CC(=O)N21 (stereo not given)	1.5	-7.1	1.4	1	1.0	-11.3	-5.9	1	-1.0	1.1
Cc1nc(SCC(=O)NCc2ccc(F)cc2)c2c(=O)n(C)c(=O)n(C)c2n1	6.7	16.8	3.6	1	-3.3	-10.3	-5.8	0.9	-0.3	1.1
Nc1c(C(=O)OCC2CCCO2)c2nc3ccccc3nc2n1-c1ccc2c(c1)OCCO2 (stereo not given)	-3.9	-3.1	1.1	1	-4.2	-6.8	1.7	1	54.1*	1
O=c1oc2ccccc2cc1-c1nc(-c2ccccc2)no1	16.6	-9.9	4.5	1	-1.6	-75.8	74.8*	0.8	-1.2	0.3
O=C(c1cccn2c(=O)c3cc(Cl)ccc3nc12)N1CCN(Cc2ccc3c(c2)OCO3)CC1	7.1	-9.1	2.2	1	-1.4	1.8	-7.4	0.9	36.6	1.1

Record cards (already shown):
Listed for `COC(=O)C1SCC2C(=O)N(Cc3cccc(C)c3)CC(=O)N21` (stereo not given) : bIAP inhibitor = 1.5; TNAP inh noacc = -7.1; RAM network inh = 1.4; TNAP act hiacc = 1; TNAP inh hi DEA = 1.0; APP transl inh = -11.3; FLuc inh counter = -5.9; bIAP activator = 1; L major viab = -1.0; FLuc act counter = 1.1
Listed for `O=C(COC(=O)CCc1nc2ccccc2s1)NCc1ccco1` : bIAP inhibitor = -6.6; TNAP inh noacc = -5.4; RAM network inh = 2.0; TNAP act hiacc = 1; TNAP inh hi DEA = -1.6; APP transl inh = -22.1; FLuc inh counter = -2.0; bIAP activator = 1.1; L major viab = -7.3; FLuc act counter = 1

Additional compounds.
SMILES	bIAP inhibitor	TNAP inh noacc	RAM network inh	TNAP act hiacc	TNAP inh hi DEA	APP transl inh	FLuc inh counter	bIAP activator	L major viab	FLuc act counter
Cc1cc(C)cc(NC(=S)NC2CC3CCCC(C2)N3C2CCCC2)c1 (stereo not given)	-78.2	-67.6	0.6	1.1	-7.4	-4.0	-5.1	1.8	52.9*	1.1
N#Cc1c2c(c(N3CCN(c4ccccn4)CC3)n3c1nc1ccccc13)CCC2	-8.0	-24.1	x	1.1	-12.4	9.0	-6.5	1.1	-4.2	1.1
Cc1cc(=O)[nH]c(-c2cccnc2)n1	3.1	-9.5	2.5	1	-0.6	-30.4	-0.1	1	-10.1	1
Cc1ccc(S(=O)(=O)N2CCCCC2C(=O)O)s1 (stereo not given)	0.1	-31.7	2.1	1	-3.3	10.4	-7.0	1	1.2	1.1
CCOC(=O)c1c(C)c(C(=O)NCc2ccccn2)c(C)n1C	4.3	-2.5	1.9	1	4.3	8.9	2.2	1	-5.0	1
CCOC(=O)C(CC)n1nc(C)n2c(cc3occc32)c1=O (stereo not given)	-5.3	-11.1	-0.4	1.1	-5.8	-15.3	-3.3	1.1	3.0	1
CCN(CC(=O)Nc1sc2c(c1C#N)CCCC2)CC(=O)NC1CCS(=O)(=O)C1 (stereo not given)	-15.2	-23.9	-0.4	1.1	-5.3	-22.8	-3.0	1.2	1.4	1
O=C(CSc1nc2cccnc2n1Cc1ccccc1)NC1CCCCC1	-4.2	-9.9	1.8	1	-4.2	-13.0	-6.6	1	9.0	1.1
Cc1ccc(/C=C2/NC(=O)N(Cc3ccc(Br)cc3)C2=O)o1	8.8	-4.0	-0.1	1	-1.2	10.2	1.7	0.9	-10.5	1
NC(=O)[C@@H]1CCCNc2c(F)cc([N+](=O)[O-])cc2C(=O)N[C@@H](CO)C(=O)N[C@@H](Cc2ccc(O)cc2)C(=O)N1	12.7	-6.9	0.1	1	-3.1	-7.7	-5.2	0.9	-1.2	1.1
Cc1cc2[nH]ncc2cc1NC(=S)NC(=O)c1ccccc1	-3.2	-0.3	3.3	1	1.7	-21.0	3.0	1	-1.5	1
c1ccc(CCNc2ncnc3c2cnn3-c2ccccc2)cc1	-0.7	-0.6	1.0	1	1.4	-134.7	12.4	1	10.3	0.9
COc1ccc(C(CNC(=O)C2CC(=O)N(Cc3ccc(C)cc3)C2)N(C)C)cc1 (stereo not given)	11.4	-2.5	1.6	1.1	-6.0	-0.1	-8.6	0.9	4.3	1.1
CCCCC(=O)NC1(C(F)(F)F)C(=O)N(CC(C)C)C2=C1C(=O)CC(C)(C)C2 (stereo not given)	6.1	-2.0	0.0	1	-1.5	-3.5	-7.0	0.9	-1.4	1.1
CCc1cccc(CC)c1NC(=O)COC(=O)C1(C)CC1(Cl)Cl (stereo not given)	0.0	-14.4	4.2	1	-4.0	-7.8	-8.1	1	7.7	1.1
Cc1ccc(C2C3=C(CCCC3=O)Nc3[nH]c(=S)[nH]c(=O)c32)cc1 (stereo not given)	6.0	-2.5	2.2	1	0.9	-12.8	-0.3	0.9	-5.6	1
COc1cccc(OCCn2cc(/C=N/NC(=O)c3ccncc3)c3ccccc32)c1	4.4	-15.9	1.2	1	-0.8	1.7	-2.2	1	7.8	1
COc1cccc(CNC(=O)N[C@@H](CC(C)C)C(=O)O)c1	9.7	-15.9	1.4	1.1	-6.6	13.5	-5.7	0.9	5.4	1.1
Cc1noc(/C=C/N(C)C)c1S(=O)(=O)N1CCCC(C(=O)Nc2ccc3c(c2)OCO3)C1 (stereo not given)	-5.7	-0.8	3.4	1.1	-6.8	-7.6	-11.7	1.1	-2.5	1.1
COc1ccc(NC(=O)COC(=O)Cc2c[nH]c3ccccc23)cc1OC	1.4	-15.5	5.0	1	-2.7	-15.0	3.5	1	10.4	1
CSc1sc2ccccc2[n+]1CCCS(=O)(=O)[O-]	25.0	-19.8	-0.5	1.1	-9.2	0.3	-9.1	0.8	35.1	1.1
O=C(CN1CCOCC1)Nc1c2c(nc3ccccc13)N(Cc1ccccc1)CC2	-14.4	6.2	4.0	1	-4.5	13.3	-3.9	1.1	-3.4	1
CC1(C)C(=O)C2(CCCCC2)C(=O)OC1c1cccn1-c1ccc([N+](=O)[O-])cc1 (stereo not given)	-4.7	-10.4	3.7	1	0.8	12.6	-4.9	1	1.3	1
COc1cc([N+](=O)[O-])ccc1NC(=O)C[n+]1cccc(C(C)=O)c1	-2.0	4.7	1.4	1	0.0	-13.2	-1.8	1	-8.8	1
Cc1ccc2oc(-c3cc(NC(=O)c4ncn[nH]4)ccc3O)nc2c1	20.1	-104.4	3.7	1	-1.3	-5.9	20.1	0.8	25.2	0.8

The results go on.
SMILES	bIAP inhibitor	TNAP inh noacc	RAM network inh	TNAP act hiacc	TNAP inh hi DEA	APP transl inh	FLuc inh counter	bIAP activator	L major viab	FLuc act counter
Cc1ccc(C)c(Cn2c(C)nc3c(sc(=S)n3-c3ccccc3)c2=O)c1	10.2	-6.9	3.6	1	-0.6	-6.5	2.0	0.9	2.5	1
COc1ccc(-c2nnc(SC(C)C(=O)NNC(=O)c3ccc(C)cc3)o2)cc1 (stereo not given)	-10.9	-11.9	0.1	1.1	-5.7	2.2	9.7	1.1	-5.4	0.9
CCCc1nn(C)c2c(=O)[nH]c(-c3ccccc3OCC)nc12	-5.0	-5.8	3.0	1.1	-5.6	18.8	0.0	1.1	7.5	1
O=C(COC(=O)Cc1cccc(C(F)(F)F)c1)Nc1ccccc1	11.8	-7.1	-0.1	1	-1.9	-5.7	-3.8	0.9	-8.8	1
CCN(CC)S(=O)(=O)c1cccc(C(=O)Nc2cc(C)cc(C)c2)c1	-1.3	-8.2	8.5*	1	-3.4	-25.6	-3.0	1	43.6	1
CCOc1cc(/C=N/NC(=O)c2cccnc2)ccc1OCC(=O)N1CCOCC1	-10.8	-1.4	0.8	1	2.5	6.7	1.7	1.1	-4.4	1
O=C(O)c1cccc2cccnc12	0.4	-12.1	2.8	1	-1.6	6.0	0.8	1	-3.4	1
Cc1ccc(NC(=O)C(C)N2C(=O)C3C4CC(C(Br)C4Br)C3C2=O)cc1 (stereo not given)	3.4	-10.7	0.4	1.1	-6.5	-1.8	-6.6	1	3.4	1.1
